HCV core dimer – blocks dimerization of HCV core protein | TR-FRET GST/Flag-core106 dimerization, 1536-well | inhibition, % at 5 µM | 0.33% of 300,000 active | AID 1899;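 active = inhibition above the mean of all tested compounds plus 3 SD, set per screening campaign, cut at about 45% in these data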
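Assay system – GST-tagged and Flag-tagged HCV core protein residues 1-106 · Quantity – core106 proteins, GST 13.5 nM and Flag 17 nM · Benchmarks – unlabelled core106 and no-GST-core106 wells · Read-out basis – percent inhibition of core106 dimerization signal · Detection – time-resolved FRET, ex 340 nm, em 617 and 671 nm · Schedule – 4 h at 22.5 °C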
procasp7 counter – counter-screen for procaspase-3 activators: activators of human procaspase-7; AID 463210; 0.093% of 330,000 active; P55210; activation, % at 8.5 µM; recombinant procaspase-7, Ac-DEVD-pNA absorbance 405 nm; D23A/D198A/D206A triple mutant, cannot self-cleave; scale: DMSO 0, 5 µM enzyme 100;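 active = percent activation above the screen-wide mean plus 3 SD, cut at about 25% in these data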
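System: Uncleavable procaspase-7 mutant enzyme; Amount: 2 µM procaspase-7 mutant as dispensed; Schedule: 1 h compound preincubation, 2 h substrate cleavage, 25 °C; Measured by: 405 nm absorbance of p-nitroaniline; Evaluation: percent activation from buffer-corrected 0–120 min absorbance change; Control set: low DMSO alone, high DMSO plus 5 µM PC-7.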
PP5 primary – blocks human protein phosphatase 5 activity; P53041; purified PP5c, OMFP substrate fluorescence; inhibition, % at 6.7 µM; 0.18% of 320,000 active; AID 1987;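 active = inhibition above the campaign's mean inhibition across all tested compounds plus 3 SD, cut at about 9.5% in these data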;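 note: 0% = DMSO only and 100% = 100 µM cantharidin control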
Target sequence (P53041 whole entry, looked up): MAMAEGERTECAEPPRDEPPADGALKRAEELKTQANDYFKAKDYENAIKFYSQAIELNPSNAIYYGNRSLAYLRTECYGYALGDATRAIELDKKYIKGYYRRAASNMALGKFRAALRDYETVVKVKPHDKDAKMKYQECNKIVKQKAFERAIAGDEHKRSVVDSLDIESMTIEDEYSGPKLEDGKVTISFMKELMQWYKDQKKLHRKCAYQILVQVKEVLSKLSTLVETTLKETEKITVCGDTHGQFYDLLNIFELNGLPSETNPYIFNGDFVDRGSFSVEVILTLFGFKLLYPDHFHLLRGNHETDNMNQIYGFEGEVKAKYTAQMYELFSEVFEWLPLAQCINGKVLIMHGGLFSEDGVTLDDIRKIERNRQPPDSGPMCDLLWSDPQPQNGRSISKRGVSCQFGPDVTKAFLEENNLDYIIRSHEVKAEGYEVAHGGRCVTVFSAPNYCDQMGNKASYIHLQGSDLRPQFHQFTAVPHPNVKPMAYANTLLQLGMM
PP1 inh – blocks human PP1-alpha phosphatase, a PP5 counter-screen; AID 2235; inhibition, % at 6.7 µM; P62136; purified PP1alpha, OMFP fluorescence; 0.9% of 320,000 active;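 active = inhibition above the mean inhibition of all tested compounds plus 3 SD, computed separately for each screening campaign, cut at about 15% in these data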
Target sequence (P62136 whole entry, looked up): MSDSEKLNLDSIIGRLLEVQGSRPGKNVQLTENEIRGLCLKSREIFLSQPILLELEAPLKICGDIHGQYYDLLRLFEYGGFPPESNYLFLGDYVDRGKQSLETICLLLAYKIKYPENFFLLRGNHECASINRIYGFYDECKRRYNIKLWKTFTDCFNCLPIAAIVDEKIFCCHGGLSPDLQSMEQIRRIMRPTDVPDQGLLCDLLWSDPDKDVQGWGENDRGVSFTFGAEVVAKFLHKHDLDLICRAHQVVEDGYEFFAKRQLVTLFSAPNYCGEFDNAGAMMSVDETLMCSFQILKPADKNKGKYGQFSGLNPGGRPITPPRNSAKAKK
TPT1 inh – blocks Candida albicans tRNA 2'-phosphotransferase; recombinant caTPT1, FP RNA substrate dephosphorylation; inhibition, % at 5 µM; 0.81% of 300,000 active;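 active = inhibition above the mean of all tested compounds plus 3 SD, set per screening campaign, cut at about 24% in these data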;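 note: plate controls were DMSO alone for no effect and ferristatin control at 100 nM for full effect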
CTSL1 counter – cathepsin L1 inhibition, PFM18AAP counter-screen. recombinant F. hepatica cathepsin L1, Z-Leu-Arg-MCA fluorescence. AID 1906. inhibition, % at 5.96 µM. 0.49% of 300,000 active;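 active = inhibition above the mean of all tested compounds plus 3 SD, set per screening campaign, cut at about 17% in these data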;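 note: 0% = plate median of test compound wells and 100% = 1 µM Z-Phe-Ala-diazomethylketone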
GASC-1 inh – inhibitors of human GASC-1 (JMJD2C) demethylase; Q9H3R0; inhibition, % at 2.35 µM; 0.069% of 330,000 active; GST-JMJD2C(1-420) H3K9me3 demethylation, DELFIA europium;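 active = more than half of a compound's replicate wells show inhibition beyond 50%, single wells judged on their own value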;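 note: signal counts dimethyl H3K9 product captured on neutravidin plate; 0% = median of DMSO wells and 100% = 0.3 times that DMSO median; strong numbers were not always called active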
Efflux pump mplx – blocks antifungal efflux pumps in multiplex yeast assay; inhibition, % at 10 µM; S. cerevisiae Candida pump triplex, Nile Red efflux; AID 485275; 0.44% of 330,000 active;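 active = plate passing quality check with inhibition over a set limit, or well fluorescence over plate mean plus 4 SD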;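 note: Nile Red retained in pooled yeast measured as flow cytometry median fluorescence; 0% = buffer negative control and 100% = Enniatin B positive control; higher means more Nile Red kept so more efflux inhibition; some compounds called inactive have numbers as strong as hits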
procasp3 activ – activators of human procaspase-3; AID 463141; P42574; 0.11% of 330,000 active; activation, % at 8.5 µM; recombinant procaspase-3 D3A, Ac-DEVD-pNA absorbance 405 nm;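 active = activation above the mean of all tested compounds plus 3 SD, cut at about 21% in these data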;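 note: 0% = DMSO alone and 100% = DMSO wells spiked with extra 5 µM PC-3 D3A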
Target sequence (P42574 whole entry D9A/D28A/D175A): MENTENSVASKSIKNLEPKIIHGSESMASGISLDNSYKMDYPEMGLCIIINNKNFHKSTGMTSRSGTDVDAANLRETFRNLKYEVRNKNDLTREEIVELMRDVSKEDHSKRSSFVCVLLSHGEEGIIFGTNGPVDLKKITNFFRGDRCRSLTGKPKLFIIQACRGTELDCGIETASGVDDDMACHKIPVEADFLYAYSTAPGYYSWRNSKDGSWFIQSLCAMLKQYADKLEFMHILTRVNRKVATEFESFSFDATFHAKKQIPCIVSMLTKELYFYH
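Test system: Procaspase-3 D3A mutant, all three cleavage aspartates alanine | Dosing: Single dose, 8.5 µM nominal compound, 0.8% DMSO | Schedule: 1 h preincubation, 2 h reaction | Technique: 405 nm absorbance of p-nitroaniline, reads at 0 and 120 min | Repeats: One well per compound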
* marks the source's active call; other numbers are inactive results; · = not tested or not shown; & = joins results of further samples.

SMILES	HCV core dimer	procasp7 counter	PP5 primary	PP1 inh	TPT1 inh	CTSL1 counter	GASC-1 inh	Efflux pump mplx	procasp3 activ
CCN(CCCNC(=O)C1c2ccccc2C(=O)N(CCOC)C1c1ccc(F)cc1)Cc1ccccc1 (stereo unspecified)	1	1	-1.9	1	1	10	-22	0.2	9
Cc1ccc(CCNC(=O)c2cccc(NC3=NC4CS(=O)(=O)CC4S3)c2)cc1 (stereo unspecified)	3	3	1.2	5	-1	-2	16	-0.2	9
COc1cccc(NC(=O)C(=O)NCCc2ccc(F)cc2)c1	-1	6	2.4	-3	-4	-4	8	-0.2	1
CC(C)(C)CC(C)(C)NCC(O)COc1ccc2c(c1)CCC2 (stereo unspecified)	-18	0	2.0	2	4	-1	-2	0.0	0
O=C(NC(=S)Nc1cc(-c2nc3ccccc3[nH]2)ccc1Cl)c1ccc2c(c1)OCO2	11	-10	0.4	3	-2	-4	16	4.2	-4
CC1(CCc2ccccc2)NC(=O)N(CC(=O)N2CCCCCC2)C1=O (stereo unspecified)	-2	8	1.8	-4	3	-1	-2	0.0	10
Cc1cccc(C)c1NC(=S)Nc1ccc(F)cc1	-24	-6	1.2	0	0	1	-12	0.2	-4
Cc1cc(NC(=O)c2sccc2C)n(-c2cccc(Cl)c2)n1	-1	11	-0.1	-4	-3	-3	-1	0.0	3
Cn1c2c(c(=O)n(C)c1=O)C(NC(=O)c1ccco1)(C(F)(F)F)C(=O)N2 (stereo unspecified)	-2	15	1.3	-5	-1	3	12	0.1	3
Cc1ccc(NC(=O)c2c(Cl)n(C)c3ccccc23)cc1	6	3	-0.1	4	1	6	-3	-0.1	2
COc1ccccc1N1CCN(CCCn2c(=S)[nH]c3ccccc3c2=O)CC1	0	4	-0.6	-2	-3	-2	31	0.0	6
CCOc1ccc(Nc2cc(=O)[nH]c(=O)[nH]2)cc1	3	9	-0.2	-1	0	-1	3	0.0	5
O=C(CCNc1cccc(F)c1)c1cccc([N+](=O)[O-])c1	1	-43	0.2	-2	-2	-11	-28	0.0	-19
O=C(CSc1n[nH]c(=O)[nH]c1=O)c1ccccc1[N+](=O)[O-]	-2	-5	0.3	-1	-3	-3	7	-0.1	1
O=C(Nc1ccccc1C(=O)Nc1ccncc1)c1ccccc1	0	-2	4.3	1	-2	4	2	0.4	-4
O=C(NCC(=O)N1CCN(c2ncccn2)CC1)c1cccs1	-10	8	1.7	-2	-1	-2	-1	0.0	-17
COc1ccc(OC)c(N/C(C)=C/C(=O)c2ccncc2)c1	-3	-5	-3.3	-6	-5	1	1	-0.1	1
COc1ccccc1NC(=O)C(=O)N(c1cccnc1)C(C(=O)NC(C)(C)C)c1ccccc1 (stereo unspecified)	9	6	-2.4	-3	2	3	1	0.1	6
Cc1cccc(OCc2nnc(SCc3nc4ccccc4c(=O)[nH]3)o2)c1	12	-5	0.9	-4	4	-2	-1	0.4	3
COc1ccc(C2=NOC(C(=O)NC(C)(C)C)C2)cc1 (stereo unspecified)	5	-9	2.6	2	1	-2	6	0.4	4
O=C(C1CC(=O)N(c2ccc(F)cc2)C1)N1CCN(c2ccccc2)CC1 (stereo unspecified)	-2	0	-2.5	-3	1	-3	3	0.0	9
O=C(c1ccco1)N1CCN(C(c2ccccc2)c2nnnn2Cc2cccs2)CC1 (stereo unspecified)	8	10	2.7	0	-5	3	6&-1	0.1	3
O=C(NCc1ccc(F)cc1Cl)C1CCN(S(=O)(=O)N2CCC3(CC2)OCCO3)CC1	-4	6	2.0	1	0	0	-11	-0.1	-9
COc1cc(C(C(=O)NC2CCCCC2)N(Cc2cccs2)C(=O)Cc2c[nH]c3ccccc23)cc(OC)c1OC (stereo unspecified)	6	-8	4.1	4	1	1	52*	0.0	2
COc1ccc(NC(=O)CC2SC(=NCC3CCCO3)NC2=O)c([N+](=O)[O-])c1 (stereo unspecified)	-1	-9	-1.4	-1	0	3	5	-0.2	-1
C[C@@H]1COC(=O)[C@@H](CC(=O)OC(C)(C)C)C/C=C\C[C@H](CC(=O)N(CCO)Cc2ccccc2)C(=O)N1	·	8	·	·	·	·	0	-0.2	4
COCCNC(=O)CN1C(=O)NC(c2ccccc2)(c2ccccc2)C1=O	-13	-10	-1.2	-6	0	-10	7	0.1	-9
O=C(CSc1nnc(-c2cccs2)n1CC1CCCO1)N1CCCC1 (stereo unspecified)	14	3	-0.8	-2	-1	-1	4	0.0	3
O=c1[nH]c(O)c(/C=C2\C=Nc3ccc(Br)cc32)[nH]1	-21	11	1.3	-1	4	5	-5	0.1	-7
CCOc1ncccc1C(=O)OCC(=O)c1ccc(F)cc1	2	7	1.1	-3	1	0	-17	0.0	6
CCOc1cc(-c2nnn(CC(=O)N3CCCCC3)n2)ccc1OC	1	4	0.2	-3	-7	-1	6	-0.2	4
COc1ccc(CNC(=S)Nc2ccc(OC)cc2)cc1	4	-4	0.7	-3	2	-2	8	-0.3	0
CC(C)CNS(=O)(=O)c1cc(C(=O)OCC(=O)c2ccc3c(c2)OCCO3)c(Cl)cc1Cl	4	11	1.9	0	-1	-3	-2	0.0	5
CCOc1ccccc1NC(=O)COC(=O)C1CCC1	-4	0	-4.7	-2	-2	-6	-43	3.5	2
Cc1cc(C)cc(NC(=O)CCOc2ccccc2)c1	-2	9	-0.3	-1	-1	-5	-7	0.0	-4
c1ccc(CSCc2nc3ccccc3[nH]2)cc1	-12	-2	2.1	-2	-2	2	-8	-1.0	1
CC1CCN(Cc2c(C(=O)N3CCc4ccccc4C3)nc3ccc(Cl)cn23)CC1	4	-1	6.3	0	-1	2	4	0.0	-4
O=C(NCc1ccco1)c1n[nH]c(=O)c2ccccc12	-1	5	0.8	-1	2	4	1	-0.2	3
CCOC(=O)N1CCC(N2CCCC(C(=O)c3cc(C)c(OC)c(C)c3)C2)CC1 (stereo unspecified)	14	-3	2.0	-6	-2	-2	63	-0.1	6
COc1cc(S(=O)(=O)NCc2ccccc2)ccc1-n1cnnn1	2	-1	2.7	-1	-1	-2	7	-0.3	1
Fc1ccc(NC(=S)Nc2ccc(Cl)cc2)cc1	6	-1	-0.7	-2	4	-1	0	0.0	1
CCOC(=O)c1ccc(NC(=O)CCc2ccc(C)o2)cc1	4	-4	-1.0	-2	2	1	0	0.0	1
CCCC(O)(CCN1CCOCC1)c1ccc(Br)cc1 (stereo unspecified)	8	0	1.9	-4	-2	2	3	0.2	2
CCOC(=O)c1ccc(NC(=O)N2CCN(C(=O)c3ccco3)CC2)cc1	-6	3	-1.0	1	0	-2	24	0.0	0
COc1ccc(CCNC(=O)C(=O)NCC2OCCN2S(=O)(=O)c2ccc(C)cc2)cc1OC (stereo unspecified)	-4	-2	1.9	4	-3	0	0	0.0	6
CCSc1nnc(NC(=O)Cn2cnc3ccccc3c2=O)s1	1	-4	1.5	-4	0	2	8	0.1	-6
COc1ccc(/C=N/Nc2nc(Nc3ccccc3)nc(N3CCCCC3)n2)cc1OC	30	10	4.0	0	-2	1	5	0.1	6
CCOC(=O)n1c(=O)n(Cc2ccc(Cl)cc2Cl)c2ccccc21	8	0	2.7	-1	-3	2	4	-0.1	6
Cc1cccc(-n2c(N)cc(=O)[nH]c2=S)c1	-3	-6	2.4	0	-4	0	-5	0.1	-4
COC(=O)Cn1c(=NC(=O)c2sc3ccccc3c2Cl)sc2cc(S(N)(=O)=O)ccc21	5	2	-0.6	26*	7	4	1	0.2	-6
CCc1cc(=O)oc2c(C)c(OCC(=O)NC3CC(C)(C)NC(C)(C)C3)ccc12	-3	15	-2.3	-6	-1	-4	57	0.2	0
COc1ccc(NC(=O)CSc2nnc(Cc3cccs3)n2C)cc1	1	9	1.4	2	3	-2	2	0.2	1
COC(=O)C1=C(CN2CCN(C)CC2)NC(=O)NC1c1cc(C)ccc1C (stereo unspecified)	-8	0	0.1	-3	2	0	-1	0.0	1
Cc1cc(C)n(-c2cc(N3CCN(S(=O)(=O)c4ccc(Br)cc4)CC3)ccc2[N+](=O)[O-])n1	23	14	1.9	4	-4	-1	-3	-0.2	-4
COc1ccccc1OCc1nc(C#N)c(N2CCCC2)o1	-6	-1	0.1	-1	-4	-3	-6	0.0	9
O=C(Nc1nccs1)C(c1ccccc1)N1CCCCC1 (stereo unspecified)	-2	7	-1.2	0	-2	5	-23	-0.1	1
N#Cc1nc(-c2ccccc2F)oc1NC1CCCCC1	-5	11	-0.1	-1	2	7	-6	0.1	5
O=C(Nc1nncs1)C1c2ccccc2Oc2ccccc21	4	0	0.2	0	0	1	11	0.0	1
O=C(O)/C=C/c1ccc(S(=O)(=O)Nc2ccccc2C(=O)Nc2ccc(F)cc2)cc1	1	-3	-1.0	0	1	5	1	-0.1	2
c1ccc2c(c1)ncn2CCCOc1ccc2c(c1)CCC2	1	7	1.4	4	-2	5	3	0.0	-14

Compound profiles (already shown). Order of screens: HCV core dimer	procasp7 counter	PP5 primary	PP1 inh	TPT1 inh	CTSL1 counter	GASC-1 inh	Efflux pump mplx	procasp3 activ
Record of `COc1ccc(NC(=O)CSc2nnc(Cc3cccs3)n2C)cc1` = 1	9	1.4	2	3	-2	2	0.2	1
Record of `O=C(C1CC(=O)N(c2ccc(F)cc2)C1)N1CCN(c2ccccc2)CC1` (stereo unspecified) = -2	0	-2.5	-3	1	-3	3	0.0	9

Part of the list above, set out differently.
Results follow in this order: HCV core dimer, procasp7 counter, PP5 primary, PP1 inh, TPT1 inh, CTSL1 counter, GASC-1 inh, Efflux pump mplx, procasp3 activ
> Cc1cccc(-n2c(N)cc(=O)[nH]c2=S)c1
  -3, -6, 2.4, 0, -4, 0, -5, 0.1, -4
> COC(=O)Cn1c(=NC(=O)c2sc3ccccc3c2Cl)sc2cc(S(N)(=O)=O)ccc21
  5, 2, -0.6, 26*, 7, 4, 1, 0.2, -6

The listing continues:
SMILES	HCV core dimer	procasp7 counter	PP5 primary	PP1 inh	TPT1 inh	CTSL1 counter	GASC-1 inh	Efflux pump mplx	procasp3 activ
CCOC(=O)c1ccc(NC(=O)c2ccccc2N(C)S(=O)(=O)c2ccccc2)cc1	-3	-6	-0.9	-3	0	1	14	0.0	-4
Cc1cc(C)cc(NC(=O)COc2ccc(C(=S)N3CCOCC3)cc2)c1	-1	3	0.4	-2	-3	-1	-2	-0.2	-9
CCCCCCCCC[n+]1cccc2c3ccccc3ccc21	4	5	-4.5	19*	-3	11	4	0.0	0
N#Cc1nc(-c2ccccc2F)oc1NCCc1ccccn1	-5	6	0.0	-1	-1	-4	-6	0.0	-6
CCN1CCN(S(=O)(=O)c2ccc(Cl)c(C(=O)NCCc3ccccc3)c2)CC1	0	3	0.4	-5	-2	0	3	-0.1	-3
COC(=O)Cc1c(C)[nH]n(-c2cc(Cl)cc(Cl)c2)c1=O	-1	-5	6.0	-1	-1	-3	-1	-0.1	2
Cc1cc(C)n2nc(C(=O)OCC(=O)NC(=O)c3ccccc3)nc2n1	0	7	0.9	-4	-3	7	2	-0.1	5
Cc1ccn2cc(-c3nonc3C)cc2c1	-1	5	4.2	-1	-1	4	7	0.1	-5

Screening results (PubChem)
